Assay outcomes deposited in PubChem BioAssay by several laboratories.
RORa activator: activators of human nuclear receptor RORA; P35398; CHO-K1 Gal4-RORA LBD luciferase reporter, luminescence; percent increase over mock-subtracted basal signal; activation, % at 10 µM; hit rate 1.5% among 65,000; AID 560;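 active = activation above the mean of all tested compounds plus 3 SD, cut at about 49% in these data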;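 note: 0% = DMSO-treated RORA cells and 100% = added signal equal to DMSO minus mock-transfected cells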
AP complement: orthogonal test for alternative complement pathway inhibitors; Human serum alternative complement pathway, LPS-coated ELISA, C3 deposition; tested in compound mixtures; hit rate 0.08% among 62,000; AID 1235; inhibition, % at 5 µM;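 active = inhibition above 30% in each of the two pooled mixtures holding the compound, so the lower value exceeds 30%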;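 note: 0% = serum in Mg-EGTA without compound and 100% = EDTA serum blank; some compounds past the cut are filed as inactive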
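Test system: human serum alternative complement pathway, C3 deposition on LPS-coated wells; also added: Plate-bound LPS; doses: 5 µM per compound in ten-compound mixtures; schedule: 1 h at 37 °C; detection: Anti-C3 ELISA, OD 450 nm; evaluation: percent inhibition of C3 deposition onto LPS; repeats: two pool placements per compound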
5HT1E ag: 5-HT1E (human) receptor agonism; P28566; CHO 5-HT1E Ga15 NFAT-bla reporter, FRET; 0% DMSO wells, 100% control agonist wells; activation, % at 6 µM; hit rate 0.69% among 65,000;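 active = activation above a set limit, the screen-wide mean activation plus 3 SD, cut at about 8.5% in these data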;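 note: 100% = positive control agonist at 1 µM giving full maximal response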
5HT1E antag: antagonists of human 5-HT1E serotonin receptor; P28566; CHO 5-HT1E Ga15 NFAT-bla reporter, FRET, antagonist; inhibition, % at 6 µM; hit rate 0.99% among 65,000;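 active = inhibition above a set limit, the mean inhibition across every tested compound plus 3 SD, cut at about 29% in these data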;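 note: signal is the 460 over 535 nm emission ratio of beta-lactamase substrate; 0% = agonist plus DMSO wells and 100% = wells without agonist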
S1P3 agonist: agonists of human S1P3 receptor; S1P3 NFAT-BLA reporter cells, agonism, FRET ratio; relative to 1 µM S1P, basal subtracted; hit rate 0.1% among 60,000; activation, % at 4.5 µM;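 active = activation above the screen-wide mean plus 3 SD, cut at about 4.5% in these data, passing the limit was not always enough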; note: some compounds called inactive have numbers as strong as hits
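material = human S1P3 NFAT-BLA reporter CHO cells | schedule = 4 h compound at 37 °C, 2 h substrate at RT | measured by = fluorescent BLA substrate, ex 405 nm, em 460/535 nm ratio | controls = 1 µM S1P reference | replication = primary once, confirmation triplicate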
Ecoli tolC: blocks growth of E. coli BW25113 tolC mutant. OD615. growth inhibition, % at 10 µM (by protocol). hit rate 2.2% among 65,000. AID 573;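 active = growth inhibition at or above a cutoff equal to the mean over every tested compound plus 3 SD, cut at about 60% in these data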;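 note: growth measured after 20 h incubation at 37 °C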
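Assay system: tolC-deleted E. coli BW25113. Medium: kanamycin-containing LB broth (50 µg/mL). Dosing: 10 µM final, single dose. Timing: bacterial growth with compound for 20 h at 37 °C. Detection: A615 absorbance measurement. Read-out basis: growth inhibition in percent.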
5-HT1A blocker: 5-HT1a (human) receptor antagonism | P08908 | CHO 5-HT1a Ga15 NFAT-bla reporter, antagonist mode | inhibition, % at 10 µM | hit rate 0.68% among 62,000 | AID 612;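 active = inhibition above the mean of all tested compounds plus 3 SD, cut at about 43% in these data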;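 note: receptor stimulated by 5-CT agonist at 100 nM near EC80; beta-lactamase reporter measured by ratiometric fluorescence of a cleavable substrate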
S1P1 ag pot: activates or potentiates agonism at human S1P1 receptor; S1P1 CRE-bla cells, forskolin, beta-lactamase FRET, potentiator mode; S1P1 agonist co-added at EC20, 2 nM; 100% = saturating reference agonist, 0% = basal; hit rate 0.57% among 56,000; AID 449; activation, % at 9.5 µM;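 active = activation above a cutoff set at the mean activation of all tested compounds plus 3 SD, cut at about 54% in these data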;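 note: forskolin at 4 µM as EC80 and the EC20 agonist is SEW2871; 100% = SEW2871 at its EC100 plus forskolin at EC80; some compounds past the cut are filed as inactive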
Target sequence (P21453 whole entry, looked up): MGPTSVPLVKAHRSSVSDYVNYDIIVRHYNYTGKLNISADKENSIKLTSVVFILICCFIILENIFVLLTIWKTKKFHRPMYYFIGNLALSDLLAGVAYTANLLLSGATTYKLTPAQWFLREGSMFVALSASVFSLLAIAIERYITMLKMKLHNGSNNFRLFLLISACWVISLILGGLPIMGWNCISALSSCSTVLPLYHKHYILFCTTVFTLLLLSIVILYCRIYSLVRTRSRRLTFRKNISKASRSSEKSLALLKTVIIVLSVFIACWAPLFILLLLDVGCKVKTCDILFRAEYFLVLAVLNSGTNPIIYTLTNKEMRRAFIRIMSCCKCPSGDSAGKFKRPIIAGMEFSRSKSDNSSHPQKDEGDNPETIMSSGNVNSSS
SF-1 act: activators of human nuclear receptor SF-1. Q13285. CHO-K1 Gal4-SF-1 LBD luciferase reporter; % increase over DMSO SF-1-specific signal. activation, % at 10 µM. hit rate 1.9% among 65,000. AID 522;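 active = activation above the mean activation of all tested compounds plus 3 SD, cut at about 50% in these data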
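Assay system – CHO-K1 cells with Gal4–hSF-1 LBD chimera plus Gal4-driven luciferase · Quantity – 4,000 cells per well · Times – compound added 1 h post-seeding, 20 h exposure at 37 °C, 5% CO2 · Measured by – luciferase light emission · Benchmarks – DMSO and mock-transfected background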
The depositor's hits bear a star; x = not tested or not shown. The list is partial; count on the stated rates, not on these rows.

SMILES	RORa activator	AP complement	5HT1E ag	5HT1E antag	S1P3 agonist	Ecoli tolC	5-HT1A blocker	S1P1 ag pot	SF-1 act
CCCCCCCCCCCCCCCC(O)C(N)CO (stereo unspecified)	-12	8	-0.2	0	-0.1	7	x	-17	5
CC(C)(C)NCC(O)COc1cccc2c1C[C@H](O)[C@H](O)C2 (stereo partly specified)	-5	1	0.0	-6	-0.2	13	x	3	-6
N=c1nc(N2CCCCC2)cc(N)n1O	-13	5	-0.6	-4	-2.0	-2	x	4	-6
CCCCN(CCCC)CCCOC(=O)c1ccc(N)cc1	-6	-3	0.0	4	-2.6	0	x	-6	-1
COc1cc(C2Oc3cc(C4Oc5cc(O)cc(O)c5C(=O)C4O)ccc3OC2CO)ccc1O (stereo unspecified)	-12	-13	-0.3	-6	31	9	x	15	6
CCCOc1ccc2nc(NC(=O)OC)[nH]c2c1	-35	8	-0.1	73*	-3.6	-2	x	-3	-40
COc1ccc(C(=O)c2ccccc2)c(O)c1	10	3	-0.3	-12	0.5	11	7	1	-16
CCN(CCCCOC(=O)c1ccc(OC)c(OC)c1)C(C)Cc1ccc(OC)cc1 (stereo unspecified)	-13	0	-0.8	6	-5.4	-12	x	-6	-10
CC1(C)O[C@@H]2C[C@H]3[C@@H]4C[C@H](F)C5=CC(=O)C=C[C@]5(C)[C@@]4(F)[C@@H](O)C[C@]3(C)[C@]2(C(=O)CO)O1	9	31	-0.3	-4	-0.1	13	x	12	0
CCCC(=O)O[C@]1(C(=O)COC(C)=O)CC[C@H]2[C@@H]3C[C@H](F)C4=CC(=O)C=C[C@]4(C)[C@@]3(F)[C@@H](O)C[C@@]21C	-13	10	0.1	-3	0.5	-1	x	0	-1
CCCC(=O)O[C@]1(C(=O)CCl)[C@@H](C)C[C@H]2[C@@H]3CCC4=CC(=O)C=C[C@]4(C)[C@@]3(F)C(=O)C[C@@]21C	0	-15	0.0	1	0.4	18	x	6	-24

Part of the list above, with bars between the fields.
molecule | RORa activator | AP complement | 5HT1E ag | 5HT1E antag | S1P3 agonist | Ecoli tolC | 5-HT1A blocker | S1P1 ag pot | SF-1 act
CCCCCCCCCCCCCCCC(O)C(N)CO (stereo unspecified) | -12 | 8 | -0.2 | 0 | -0.1 | 7 | x | -17 | 5
CC(C)(C)NCC(O)COc1cccc2c1C[C@H](O)[C@H](O)C2 (stereo partly specified) | -5 | 1 | 0.0 | -6 | -0.2 | 13 | x | 3 | -6
N=c1nc(N2CCCCC2)cc(N)n1O | -13 | 5 | -0.6 | -4 | -2.0 | -2 | x | 4 | -6
CCCCN(CCCC)CCCOC(=O)c1ccc(N)cc1 | -6 | -3 | 0.0 | 4 | -2.6 | 0 | x | -6 | -1
COc1cc(C2Oc3cc(C4Oc5cc(O)cc(O)c5C(=O)C4O)ccc3OC2CO)ccc1O (stereo unspecified) | -12 | -13 | -0.3 | -6 | 31 | 9 | x | 15 | 6
CCCOc1ccc2nc(NC(=O)OC)[nH]c2c1 | -35 | 8 | -0.1 | 73* | -3.6 | -2 | x | -3 | -40
COc1ccc(C(=O)c2ccccc2)c(O)c1 | 10 | 3 | -0.3 | -12 | 0.5 | 11 | 7 | 1 | -16
CCN(CCCCOC(=O)c1ccc(OC)c(OC)c1)C(C)Cc1ccc(OC)cc1 (stereo unspecified) | -13 | 0 | -0.8 | 6 | -5.4 | -12 | x | -6 | -10
CC1(C)O[C@@H]2C[C@H]3[C@@H]4C[C@H](F)C5=CC(=O)C=C[C@]5(C)[C@@]4(F)[C@@H](O)C[C@]3(C)[C@]2(C(=O)CO)O1 | 9 | 31 | -0.3 | -4 | -0.1 | 13 | x | 12 | 0
CCCC(=O)O[C@]1(C(=O)COC(C)=O)CC[C@H]2[C@@H]3C[C@H](F)C4=CC(=O)C=C[C@]4(C)[C@@]3(F)[C@@H](O)C[C@@]21C | -13 | 10 | 0.1 | -3 | 0.5 | -1 | x | 0 | -1
